Keap1 Nrf2 FP: disrupts human Keap1 binding to Nrf2 peptide; Q14145; Keap1 Kelch-Nrf2 peptide fluorescence polarization, 1536-well; inhibition, % at 9.4 µM; hit rate 0.15% among 340,000; AID 504523; in the data active means inhibition above about 12%;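 further: human Keap1 Kelch domain with fluorescein labeled Nrf2 9mer peptide probe; 0% = neutral control wells and 100% = peptide positive control; higher means more block of Keap1 binding to Nrf2 peptide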
CAL PDZ FP-1: blocks peptide binding to the human CAL PDZ domain; AID 602252; Q9HD26; purified CAL PDZ, TMR-peptide fluorescence polarization, 1 h; hit rate 0.92% among 300,000; inhibition, % at 24.9 µM;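 active means mean inhibition of at least 30% with at least half of replicates also reaching 30%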;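 further: 0% = DMSO neutral control and 100% = excess unlabeled competitor peptide PRC23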
NSD2 HMT inh: inhibitors of human histone methyltransferase NSD2; O96028; inhibition, % at 12.5 µM; NSD2 peptide methylation, AlphaScreen, 120 min; AID 743445; hit rate 0.54% among 310,000; in the data active means inhibition above about 50%
DAGLB inhibitor: diacylglycerol lipase beta (human) inhibition; HEK293T DAGLB membrane lysate, EnzChek fluorogenic substrate; hit rate 0.059% among 340,000; AID 504411; inhibition, % at 5.17 µM; in the data active means inhibition above about 34%;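 further: 0% = enzyme with vehicle and 100% = wells lacking enzyme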
Target sequence (Q8NCG7 whole entry, looked up): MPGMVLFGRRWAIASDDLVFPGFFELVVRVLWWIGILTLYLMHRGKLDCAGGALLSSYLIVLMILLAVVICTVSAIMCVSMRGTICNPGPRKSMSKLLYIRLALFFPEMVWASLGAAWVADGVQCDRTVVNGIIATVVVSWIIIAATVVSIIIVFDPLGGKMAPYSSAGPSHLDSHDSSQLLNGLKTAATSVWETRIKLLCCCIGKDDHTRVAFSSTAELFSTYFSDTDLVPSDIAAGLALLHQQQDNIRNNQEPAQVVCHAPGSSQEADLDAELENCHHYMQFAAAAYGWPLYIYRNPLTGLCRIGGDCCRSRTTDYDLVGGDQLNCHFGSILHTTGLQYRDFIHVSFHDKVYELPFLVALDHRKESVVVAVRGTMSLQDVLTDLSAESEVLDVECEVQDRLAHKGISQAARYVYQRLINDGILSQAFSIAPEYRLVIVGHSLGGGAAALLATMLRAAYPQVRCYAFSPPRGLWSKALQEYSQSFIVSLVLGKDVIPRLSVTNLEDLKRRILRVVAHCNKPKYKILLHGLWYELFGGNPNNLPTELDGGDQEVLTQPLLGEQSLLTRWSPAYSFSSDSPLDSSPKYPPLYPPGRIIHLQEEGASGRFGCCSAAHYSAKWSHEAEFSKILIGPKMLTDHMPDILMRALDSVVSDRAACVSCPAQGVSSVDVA
CAL PDZ FP-2: blocks peptide binding to human CAL PDZ domain; purified CAL PDZ, TMR-peptide fluorescence polarization, 1 h; inhibition, % at 20 µM; hit rate 0.02% among 330,000; AID 504414;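 active means highest replicate inhibition of at least 40%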;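 further: plate controls were DMSO neutral control wells for no effect and unlabeled competitor peptide control wells for full effect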
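Material: tagged CAL PDZ protein CerCALP, purified; buffer or medium: sodium phosphate/NaCl buffer pH 7.4 with TCEP, IgG, Thesit; also added: fluorescent TMR peptide probe; schedule: 1 h incubation at room temperature before polarization reading; technique: fluorescence polarization from S- and P-plane intensities, G-factor corrected; control set: unlabelled peptide and DMSO controls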
V-ATPase pH: regulators of yeast V-ATPase proton transport. S. cerevisiae, pHLuorin cytosolic pH fluorescence. response, % at 10 µM. hit rate 0.37% among 350,000; in the data active means response mostly above about 7.3%, no sharp cut-off; inactive means mostly below about 5.4%; further: actives read high; inactives centre near 0; some compounds called inactive have numbers as strong as hits
LANA DNA inh: inhibitors of KSHV LANA C-terminal domain DNA binding; MBP-C-LANA/FAM-LBS DNA binding, fluorescence polarization; inhibition, % at 9 µM; hit rate 0.078% among 340,000;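 active means highest replicate inhibition at or above 60% at 9 µM, even if other replicates fall short; inactive means all replicates below 60% inhibition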;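 further: 0% = neutral control wells and 100% = 4 µM acridine orange control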
Pemphigus Ab inh: inhibitors of pemphigus antibody binding to human desmoglein-3. P32926. DSG3-coupled beads, scFv-anti-DSG3-GFP binding, flow cytometry; active compounds read low. binding (percent of control), % at 10 µM. hit rate 0.48% among 310,000;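 active means binding more than 3 SD below its plate's average and above zero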;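 further: hits lower antibody fragment binding to DSG3; some compounds called inactive have numbers as strong as hits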
Arr AP2 block: blocks beta-arrestin peptide binding to AP2 adaptin. FITC-arrestin peptide / GST-AP2 beads, flow cytometry; AP2 beta2 appendage carries R879A mutation. inhibition, % at 10 µM. hit rate 0.31% among 340,000;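 active means inhibition above a set limit, near 3 SD of compounds lacking own fluorescence, cut at about 54% in these data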;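 further: plate controls were DMSO wells for no effect and 5 µM unlabelled arrestin peptide for full effect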
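Material – GST-tagged AP2 beta2-adaptin appendage (R879A) on 4 µm glutathione beads · Probe or stimulus – fluorescein-tagged arrestin peptide at 50 nM final · Timing – 12 min plus 1 h, RT · Detection – bead flow cytometry, FITC channel · Read-out basis – inhibition as reduced fluorescein signal on beads, percent · Medium – PBS plus Tween 20 (0.05%) and BSA (0.1%)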
RTF Ca sens inh: cardiac RTF calcium desensitization | AID 493244 | inhibition, % at 7.15 µM | P19429+P45379 | hit rate 0.12% among 340,000 | IANBD-labeled cardiac RTF, Ca2+ fluorescence;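 active means inhibition above the mean inhibition of all tested compounds plus 3 SD, cut at about 17% in these data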;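 further: assay run at fixed EC70 calcium of 1.6 mM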
The depositor's hits bear a star; . = no result given.

canonical_smiles	Keap1 Nrf2 FP	CAL PDZ FP-1	NSD2 HMT inh	DAGLB inhibitor	CAL PDZ FP-2	V-ATPase pH	LANA DNA inh	Pemphigus Ab inh	Arr AP2 block	RTF Ca sens inh
O=C(OCn1nnc2ccccc2c1=O)C12CC3CC(CC(O)(C3)C1)C2	-3.5	-0.9	1.1	2.2	-0.8	-2.8	-0.1	.	-8.6	-2.5
N=c1c2c(n(Cc3ccc(F)cc3)c3c1CCC3)CCCC2	0.6	0.2	-3.1	-1.6	-0.8	-1.8	-0.1	96.5	4.9	8.3
CCN1CCN(c2c(S(=O)(=O)c3ccc(C)c(C)c3)cnc3ccc(F)cc23)CC1	-0.9	.	.	0.0	-5.5	8.3	-0.2	97.6	-15.6	-0.9
COc1ccc(CCNC(=O)C2CCCN(Cc3nc(-c4cccc(Cl)c4)oc3C)C2)cc1OC (stereo not given)	-1.9	-1.2	1.9	-0.6	-1.0	4.8	1.1	106.2	-2.2	-6.3
COc1ccc(CCNC(=O)c2cc(-c3ccncc3)nc3ccc(S(=O)(=O)N4CCOCC4)cc23)cc1OC	0.8	.	1.3	-0.1	-0.9	7.6	4.6	98.4	24.6	8.1
O=C(Nc1nnc(-c2ccc(F)cc2)o1)c1ccc(S(=O)(=O)N2CCOCC2)cc1	4.1	-0.5	0.6	1.6	-1.6	-2.6	-0.2	.	48.6	5.7
Cc1noc(C)c1NC(=O)Nc1ccc2c(c1)C(=O)N([C@H](C)CO)C[C@H](C)[C@@H](CN(C)S(=O)(=O)c1cccs1)O2	0.1	4.0	.	-5.4	-0.7	-2.2	-0.7	105.3	4.1	4.0
Cc1ccc(SC(c2ccc(C)cc2)C(Cn2cncn2)C(=O)c2ccccc2)cc1 (stereo not given)	2.2	-1.5	11.6	-0.6	1.5	0.8	-1.5	79.2	27.6	6.1
NS(=O)(=O)c1ccc(NC(=O)COC(=O)c2cc3ccccc3oc2=O)cc1	-7.6	-2.3	0.0	1.8	-2.8	-1.5	2.9	9.2*	-2.1	-16.2
C=CCOC(=O)C1=C[C@H](c2coc3ccccc3c2=O)C[C@H](OCCCCO)O1	-1.8	0.6	.	3.3	0.3	-1.3	1.5	101.5	0.2	-1.0
O=C(CSc1nnc(COc2cccc3cccnc23)o1)N1CCN(C(=O)c2ccco2)CC1	0.5	.	0.8	-2.4	-0.3	-5.5	0.4	104.3	-1.7	0.4
O=C(NCC(c1cccs1)N1CCOCC1)c1ccc(Cl)c(S(=O)(=O)N2CCOCC2)c1 (stereo not given)	1.5	.	-4.2	-2.1	-1.2	-3.2	0.0	99.3	33.1	-17.9
COc1ccc(OC)c(NC(=O)CN2CCN(C(=O)c3ccco3)CC2)c1	-2.9	-0.9	9.3	-0.3	-0.1	9.1	-0.6	96.9	3.4	-3.0
COCCNC(=O)c1cn(C)c(=O)c2cc(OC)c(OC)cc12	1.4	2.6	-1.2	-0.6	0.6	-2.2	-2.1	101.6	14.8	-1.5
CCCc1cc(=O)oc2cc(OCC(=O)Nc3ccc(S(N)(=O)=O)cc3)ccc12	-4.0	.	3.8	4.8	-0.9	-4.1	0.7	94.4	9.3	-3.9
CCCS(=O)(=O)N1CCc2ccc(NC(=O)c3ccccc3Cl)cc2C1	-4.8	2.4	-0.8	-3.2	-2.1	0.6	-1.2	108.4	10.6	-5.7
CC(C)c1nc2cc(C(=O)N(C)Cc3ccc(F)cc3)ccc2o1	-2.2	-4.6	-3.3	-3.7	-2.0	-0.3	-0.6	100.8	45.4	-0.5
CCCCC(=O)OCc1c(-c2ccccc2)ncc2ccccc12	0.6	-7.8	.	-7.0	0.0	-1.0	-1.2	101.5	5.4	-30.0
O=C(CN(Cc1ccc(F)cc1)C(=O)CCC(=O)Nc1nccs1)NCc1ccc(F)cc1	-5.8	-1.0	-2.1	2.2	-4.2	3.7	-0.4	101.1	13.7	-9.6
Cn1c(C=O)c(-c2ccc3c(c2)OCCO3)c2ccccc21	-5.1	-3.6	.	-1.5	-0.6	0.2	1.9	104.9	-3.3	0.1
Cc1ccc(SCC(=O)NCc2ccncc2)cc1	-7.2	-2.7	-1.4	0.9	-0.2	6.2	-1.6	103.2	3.2	13.2
CCN1C(=O)c2ccccc2S(=O)(=O)c2ccc(C(=O)NCCOC)cc21	-2.6	0.8	-2.6	0.9	-1.8	-1.8	1.5	.	-5.8	-4.7
CSCCC(NC(=O)c1cc([N+](=O)[O-])cc([N+](=O)[O-])c1)c1nc2ccccc2[nH]1 (stereo not given)	-3.7	.	2.5	1.5	-0.1	0.5	1.2	114.3	3.4	-5.3
CC(NC(=O)c1ccco1)C(=O)Nc1nc(-c2ccccn2)cs1 (stereo not given)	-2.9	1.1	5.8	-2.8	-1.5	2.2	0.0	99.1	-0.1	-6.8
COCCCn1c(C(=O)NC2CCCCC2)cc2c(=O)n3cccc(C)c3nc21	.	.	-7.8	-5.2	.	-1.4	.	102.2	.	.
NC(=O)c1ccsc1NC(=O)COC(=O)Cc1ccsc1	-5.5	-0.9	2.7	0.8	-1.2	7.1	0.5	103.6	-11.2	-11.7
Cc1cccc(NC(=O)CSc2c3c(nc4ccccc24)CCC3)n1	-24.1	-2.6	0.8	-2.2	-2.6	.	-1.8	109.0	-8.2	4.3
CCOc1cc(CNC2CCCC2)c(Cl)cc1OCC(=O)Nc1ccccc1	-4.0	-1.1	1.0	-2.5	0.4	-1.5	-0.8	102.1	3.8	2.4
COCCNC(=O)C(c1ccc(F)cc1)N(C(=O)CCC(=O)Nc1nccs1)c1ccc(C)cc1 (stereo not given)	-2.0	-4.6	-2.6	-1.4	0.3	6.9	2.8	107.8	.	-1.6
O=C(c1cc(-c2ccccn2)nc2c(Cl)cccc12)N1CCN(C(=O)C2CCCO2)CC1 (stereo not given)	-1.7	-4.9	-3.5	-2.8	.	-0.2	2.6	.	4.4	-8.5
CCOc1ccccc1C(=O)N1CCC(n2nnc3cc(C)ccc32)CC1	-2.1	-5.7	0.5	1.1	-0.8	-4.0	0.1	105.0	24.3	4.7
Cc1ccc(NC(=O)c2ccc(=O)[nH]c2)cc1S(=O)(=O)N1CCCCC1	-3.8	-0.1	.	-4.9	-1.5	-1.5	-4.4	107.0	11.8	-0.4
N#Cc1c(-n2cccc2/C=N/O)sc2c1CCCC2	-3.6	-2.7	10.1	2.5	-0.9	-1.9	-1.6	110.5	19.2	-5.8
CCN(CC)C(=O)c1sc2nc(-c3ccc(OC)cc3)cn2c1C	0.0	-3.5	0.8	-1.6	-4.0	0.0	0.4	99.1	27.9	2.1
C=CCc1ccc(OCCCOc2ccc(C)c(C)c2)c(OC)c1	-3.9	-4.0	-1.3	-24.1	0.2	-2.5	0.4	104.7	8.5	-5.9
Cc1ccc(-c2ccc(SCC(=O)NC3CCCCC3)nn2)cc1	-4.6	2.6	-0.4	-3.8	-2.5	2.6	0.7	.	5.8	0.4
O=C(C[n+]1ccc(C(=O)N/N=C/c2ccc(Cl)cc2Cl)cc1)c1ccccc1	-6.0	-1.8	8.8	0.9	-0.4	1.1	0.1	103.3	-2.1	-3.6
N#CCC(=N)N1CCN(c2ccccc2)CC1	-0.4	-3.7	1.9	-2.3	1.0	1.0	1.4	97.3	3.0	0.1
C[C@H]1O[C@@H](O[C@H]2CC[C@@]3(C)C(CC[C@]4(C)C3C=C[C@]35OC[C@@]6(CCC(C)(C)C[C@H]63)[C@@H](O)C[C@]54C)[C@]2(C)CO)[C@H](O)[C@@H](O[C@@H]2O[C@H](CO)[C@@H](O)[C@H](O)[C@H]2O)[C@H]1O (stereo not given in full)	-2.4	-4.2	.	-0.6	-1.0	12.7	1.6	96.9	17.1	3.4
CC(=O)c1ccccc1NC(=O)COC(=O)/C=C/c1cccs1	2.5	-2.2	-0.7	-11.5	-2.3	1.9	2.0	98.9	-2.0	-7.2
Cc1cccc(NS(=O)(=O)c2ccc(C(=O)NCC3CCCO3)cc2)c1C (stereo not given)	-2.9	-2.9	-2.1	0.0	-2.0	0.6	-1.6	113.5	2.1	-10.2
COc1ccc(CNC(=O)CSc2nc3nc(C)cc(C)n3n2)cc1	-5.4	-2.7	-1.3	-1.1	-0.8	3.8	-0.7	94.9	0.6	-7.0
COC(=O)CSc1nc(-c2ccccc2)c2c(c1C#N)CCCC2	-6.2	-2.6	2.6	-15.6	-2.7	1.3	-0.2	97.2	5.4	-9.8
CCn1c(=O)c(CCC(=O)NCCN2CCOCC2)c(C)c2c(C)nn(-c3ccccc3)c21	-2.3	-1.5	-0.6	-0.2	-1.1	-0.8	0.1	105.2	19.1	0.3
COC(=O)COc1ccc(S(=O)(=O)NC2CCCCCC2)cc1	4.7	-0.8	-6.0	-2.5	-2.0	8.6	-3.8	107.1	8.5	-10.2
COc1ccccc1CC(=O)NCCN1CCCCC1	-0.9	-1.0	-0.2	-0.8	1.3	1.0	-0.6	113.6	-0.7	-0.4
COc1ccc(C(=O)c2sc3nc(-c4ccccc4)ccc3c2N)cc1OC	-7.1	-0.3	-1.5	-12.7	.	-20.2	1.3	98.3	10.2	-6.0
CCCOC(=O)CSc1nnc(-c2cc(OC)c(OC)c(OC)c2)o1	0.2	-1.7	-2.2	-1.1	-0.1	-1.6	5.6	98.5	-1.1	6.4
O=C(NCCS(=O)(=O)N1CCN(c2cccc(Cl)c2)CC1)c1ccc2c(c1)OCO2	-0.7	-5.8	0.2	0.5	-0.7	0.8	0.8	97.6	5.6	-4.7
O=C(Nc1nnc(-c2ccc(Cl)cc2)o1)c1nc2ccccc2s1	-3.9	.	.	6.7	-2.3	-2.6	0.3	102.1	-3.0	-12.7

(listing goes on)
canonical_smiles	Keap1 Nrf2 FP	CAL PDZ FP-1	NSD2 HMT inh	DAGLB inhibitor	CAL PDZ FP-2	V-ATPase pH	LANA DNA inh	Pemphigus Ab inh	Arr AP2 block	RTF Ca sens inh
Cc1cc(C)cc(NC(=O)C2CCN(C(=O)[C@@H]3Cc4ccccc4CN3)CC2)c1	0.2	41.8*	-0.5	1.9	-1.4	1.0	-2.3	94.0	-2.3	0.4
COCCNC(=O)C(=O)NNS(=O)(=O)c1ccc(Cl)cc1	-6.2	.	-3.7	0.5	0.2	1.2	0.7	96.6	-2.4	-15.3
CCOC(=O)c1c(O)cc(OC)cc1CCc1ccccc1	1.1	-5.3	.	-12.0	-0.9	0.7	-0.5	96.5	-1.4	-8.1
CCCOc1ccc(C(=O)NNC(=O)CCNC(=O)c2ccccc2Cl)cc1OC	-3.9	-4.2	1.3	0.3	0.9	0.1	0.6	101.8	-6.0	-9.4

Bioassay records: PubChem BioAssay, several laboratories

Only part of the results is shown; rates above refer to the full screens.
